From PubChem
STAT1 blocker = STAT1 signaling inhibition; NIH 3T3 STAT1-luciferase reporter, IFN-gamma, luminescence; inhibition, % at 5.5 µM; actives 0.35% (n = 200,000); AID 920;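 active means inhibition above a set limit, the mean inhibition across all tested compounds plus 3 SD, cut at about 34% in these data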;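 further: 0% = IFN-gamma with DMSO and 100% = IFN-gamma with 300 µM nifuroxazide; values of inactives mirror those of a sister screen read the other way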
STAT3 act = increases IL-6 driven STAT3 reporter signal; U3A cells, IL-6 STAT3-luciferase reporter, luminescence; 100% = signal with IL-6 EC80 alone; activation (% of control), % at 5.6 µM; actives 0.91% (n = 190,000); AID 871;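 active means activation above the screen-wide mean of compound activation plus 3 SD, cut at about 130% in these data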;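 further: 0% = background luminescence of wells with medium and substrate only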
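Test system: STAT3-luciferase reporter U3A cells; Detection: reporter luminescence signal; Times: 1 h compound pre-exposure, 6 h IL-6 stimulation, 37 °C; Benchmarks: IL-6-only high control; Also added: IL-6 stimulus at 33 ng/mL final.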
PPARg SRC-3 ag = PPARgamma-driven SRC-3 recruitment agonism | biochemical PPARgamma/SRC-3 coactivator recruitment assay | activation, % at 8 µM | actives 0.26% (n = 200,000) | AID 731; in the data active means activation above about 23%;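 further: 0% = DMSO and 100% = reference agonist; some compounds past the cut are filed as inactive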
Target sequence (P37231 whole entry, looked up): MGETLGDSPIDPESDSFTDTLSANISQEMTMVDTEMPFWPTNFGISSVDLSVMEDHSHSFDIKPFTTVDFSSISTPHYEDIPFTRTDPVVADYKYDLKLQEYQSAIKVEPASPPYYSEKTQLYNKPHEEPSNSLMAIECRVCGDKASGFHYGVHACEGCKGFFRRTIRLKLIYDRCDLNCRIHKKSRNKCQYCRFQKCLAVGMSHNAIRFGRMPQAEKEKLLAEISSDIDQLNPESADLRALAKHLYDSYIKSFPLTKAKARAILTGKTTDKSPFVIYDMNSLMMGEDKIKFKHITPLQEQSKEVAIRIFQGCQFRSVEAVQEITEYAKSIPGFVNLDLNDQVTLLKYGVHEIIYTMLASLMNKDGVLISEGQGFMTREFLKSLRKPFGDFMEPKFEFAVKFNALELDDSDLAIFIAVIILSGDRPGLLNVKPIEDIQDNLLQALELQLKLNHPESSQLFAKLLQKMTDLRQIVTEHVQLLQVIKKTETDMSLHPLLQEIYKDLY
STAT3 blocker = inhibitors of IL-6 induced STAT3 signaling; actives 0.89% (n = 190,000); U3A cells, IL-6 STAT3-luciferase reporter, luminescence; host cell line lacks STAT1; inhibition, % at 5.5 µM;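 active means inhibition above the mean inhibition across all screened compounds plus 3 SD, cut at about 44% in these data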;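 further: 0% = DMSO only wells and 100% = 100 µM nifuroxazide control wells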
TLR4-MyD88 BLA = TLR4-MyD88 interaction inhibition in cells. inhibition, % at 8.4 µM. HeLa CL3-4 TLR4/MyD88 BLA complementation, FRET ratio. actives 0.18% (n = 200,000). AID 861. O00206+Q99836; in the data active means inhibition above about 25%;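 further: 0% = vehicle and 100% = reference inhibitor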
PPARg SRC-2 ag = promotes SRC-2 coactivator recruitment by human PPARgamma; P37231; PPARgamma LBD-SRC-2 recruitment, biochemical; activation, % at 8 µM; actives 0.34% (n = 200,000); in the data active means activation above about 22%;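 further: 0% = vehicle and 100% = reference agonist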
ROMK primary = modulates human ROMK potassium channel activity | Tet-inducible ROMK, thallium flux fluorescence; actives lie on both sides | B-score at 10 µM | actives 2% (n = 130,000) | AID 1918 | P48048;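 active means signal ratio slope over the read window, or its plate-corrected B-score, at least 3 SD from the plate mean, either direction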;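 further: B-score of the F/F0 ratio slope over 7 to 12 s after thallium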
RAM inhibit = blocks the yeast RAM network; S. cerevisiae dse1pr::URA3 reporter, 5-FOA growth OD615, 2 d; analog-sensitive cbk1-as2 kinase mutant strain; inhibition, % at 50 µM; actives 1.8% (n = 190,000); AID 868;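 active means inhibition above a set limit, 3 SD over mean compound inhibition, cut at about 8.4% in these data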;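 further: 0% = DMSO-only wells with no growth and 100% = 10 µM 1-NA-PP1 full growth; inhibition rescues growth on 5-FOA so higher OD means more RAM inhibition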
PPARg SRC-1 ag = PPARgamma-driven SRC-1 recruitment agonism. P37231. actives 0.41% (n = 200,000). activation, % at 8 µM. PPARgamma-SRC-1 coactivator recruitment biochemical assay. AID 631; in the data active means activation above about 19%;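 further: 0% = DMSO and 100% = reference agonist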
SRC2 TRFRET art = flags TR-FRET format artefacts in PPARgamma SRC-2 recruitment agonist screen; TR-FRET artefact counter-screen; active compounds read high; TR-FRET ratio at 8 µM; actives 0.4% (n = 200,000); AID 1049; in the data active means TR-FRET ratio above about 2000; further: inactives centre near 1500
S1P3 antag = S1P3 (human) receptor antagonism | Q99500 | CHO S1P3 NFAT-BLA reporter, FRET fluorescence, antagonist mode | inhibition, % at 4.98 µM | actives 0.27% (n = 170,000) | AID 485;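 active means inhibition above the plate cutoff, the mean inhibition of test wells on that plate plus 3 SD, cut at about 28% in these data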;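 further: cells challenged with S1P at its EC80 of 0.8 µM; blue over green emission ratio from cleaved BLA substrate after 4 h stimulation; 0% = S1P-stimulated wells and 100% = unstimulated DMSO-only wells; some compounds past the cut are filed as inactive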
Target sequence (Q99500 whole entry, looked up): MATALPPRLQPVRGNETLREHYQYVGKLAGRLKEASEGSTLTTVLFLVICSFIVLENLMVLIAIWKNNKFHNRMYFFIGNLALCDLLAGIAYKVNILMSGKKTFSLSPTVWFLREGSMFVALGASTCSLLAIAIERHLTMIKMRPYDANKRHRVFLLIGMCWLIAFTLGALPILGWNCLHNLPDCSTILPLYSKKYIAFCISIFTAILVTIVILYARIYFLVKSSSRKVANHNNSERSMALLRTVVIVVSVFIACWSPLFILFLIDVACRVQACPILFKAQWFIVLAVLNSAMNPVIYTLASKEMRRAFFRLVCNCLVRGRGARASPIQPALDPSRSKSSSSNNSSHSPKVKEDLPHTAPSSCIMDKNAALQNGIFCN
Starred values were filed as active, the others as inactive; / = not tested or not shown.

Values run as follows: STAT1 blocker	STAT3 act	PPARg SRC-3 ag	STAT3 blocker	TLR4-MyD88 BLA	PPARg SRC-2 ag	ROMK primary	RAM inhibit	PPARg SRC-1 ag	SRC2 TRFRET art	S1P3 antag
- O=C1C2C3C=CC(C3)C2C(=O)N1CCCCCCN1C(=O)C2C3C=CC(C3)C2C1=O (stereo not drawn)
→ 0	105	-2	-3	-1	-4	0.31	-0.8	-3	1408	-22
- COc1ccccc1C(=O)N(Cc1cccs1)C1CCS(=O)(=O)C1 (stereo not drawn)
→ -6	102	4	-1	-8	4	-0.34	1.2	-6	1310	-30
- CCc1ccc(/C=C2/Sc3ccccc3N(CC(=O)NCCCOC)C2=O)cc1
→ -1	98	-5	8	-5	-4	-1.2	9.8*	-1	1505	-12
- C=CCc1cc(C)cc(C)c1OCCn1cncn1
→ 7	99	-11	4	4	-6	-0.037	1.3	-3	1466	-3
- O=[N+]([O-])c1ccc(-c2cc(-c3ccncc3)nc3ccc4ccccc4c23)cc1
→ 1	112	5	-14	8	2	0.42	1.9	-4	1471	/
- O=C(NCc1ccccn1)Nc1ccc(Cl)c(Cl)c1
→ -5	97	6	7	3	3	-0.29	2.5	-4	1486	-5
- c1ccc2c3c([nH]c2c1)C(C1CCCCC1)N(Cc1ncc[nH]1)CC3 (stereo not drawn)
→ -2	119	-3	-17	-7	-1	-0.92	-0.1	-2	1325	5
- O=C1C(Oc2ccccc2)C(c2ccc3c(c2)OCO3)N1CCc1ccc(F)cc1 (stereo not drawn)
→ 5	94	2	6	1	3	/	6.3	8	1603	-7
- O=C(OCCOCCN=C1NS(=O)(=O)c2ccccc21)c1ccncc1
→ 5	98	-10	6	9	-6	0.65	-0.1	-8	1344	13
- COc1ccc(/C=C(/NC(=O)c2cccs2)C(=O)N2CCOCC2)cc1OC
→ 7	96	-1	4	-1	5	/	0.3	1	1489	0
- CCc1nnc(NC(=O)CCC(=O)N2CCCC2)s1
→ -4	98	-8	6	-5	0	0.0039	2.0	-6	1457	-9
- Cc1c(/C=N\NC(=O)c2ccc([N+](=O)[O-])cc2)cnn1C
→ 5	85	-1	22	4	-3	0.18	1.6	14	1368	-10
- Cc1nc2ccc(NC(=S)N3CCOCC3)cc2nc1C
→ -4	102	0	4	-3	0	-0.012	0.3	5	1612	12
- O=C(CSc1nc2ccccc2c(=O)n1-c1ccc(Cl)cc1)N/N=C/C=C/c1ccccc1[N+](=O)[O-]
→ -1	97	-5	7	4	-3	0.56	4.6	2	1423	2
- O=c1c2[nH]c3ccccc3c2ncn1CCN1CCCCC1
→ -2	107	-4	-4	-2	3	/	-0.1	4	1488	-10
- COC(=O)c1ccc2nc(NC(=O)COC(=O)CSc3nc(C)cc(C)n3)sc2c1
→ -14	106	5	-9	0	-2	0.022	1.5	8	1677	-24
- COc1ccc(CCN2C(=O)c3ccccc3C2(O)c2ncc[nH]2)cc1OC (stereo not drawn)
→ 1	107	8	-6	7	3	0.042	-1.5	-2	1548	-41
- COC(=O)c1[nH]c2cccc(OC)c2c1NC(=O)CCN1CCN(c2ccccc2OC)CC1
→ 4	86	-7	21	-4	-5	-1.7	1.6	5	1705	14
- Cc1ccc(NC(=O)COC(=O)c2ccc([N+](=O)[O-])o2)cc1S(=O)(=O)N1CCCCCC1
→ -5	100	7	1	-3	2	0.87	1.4	6	1543	-17
- S=C(N/N=C/c1ccc(Cl)c(Cl)c1)Nc1ccccc1Cl
→ -27	89	3	17	13	1	-0.13	1.6	1	1635	-18
- Cc1ccn2cc(CCNC(=O)CC3CCCCC3)nc2c1
→ 1	104	1	1	6	-1	-0.58	0.3	-6	1599	7
- CC(C)N(C(=O)COC(=O)c1cc(Cl)cc(Cl)c1N)C(C)C
→ -2	98	-1	9	11	6	-0.26	4.6	-3	1370	/
- C=CCSc1nc(C)cc(/C=C\c2ccccc2)c1C#N
→ -3	82	16	28	0	8	/	6.0	6	1566	/
- CSc1ncccc1C(=O)NC(C)C1CC2CCC1C2 (stereo not drawn)
→ -3	106	-1	-2	-11	-2	0.2	-1.2	-1	1553	-8
- CCS(=O)(=O)Nc1ccc(-c2nnc(SCC(=O)c3cccc(OC)c3)o2)cc1
→ 2	93	2	15	7	7	-0.27	7.8	6	1712	-7
- Cc1c(NC(=S)NC(=O)C(C)(C)C)c(=O)n(-c2ccccc2)n1C
→ 14	102	4	1	-11	11	0.73	1.2	9	1565	-12
- O=C(Cn1nc(-c2ccccc2Cl)ccc1=O)Nc1ccc(Br)cc1
→ -8	103	3	-1	2	7	-0.75	4.6	8	1668	-1
- CCOc1ccc(C2NC(=O)c3n[nH]c(C)c32)cc1 (stereo not drawn)
→ -11	94	2	13	-4	3	/	-0.9	2	1495	-5
- COc1ccc(NS(=O)(=O)c2ccc(C)c(C(=O)O)c2)cc1
→ -6	100	-5	3	13	4	/	2.2	1	1556	-16
- O=C(COC(=O)c1cc2c(s1)CCC2)Nc1ccc(F)cc1
→ 5	102	5	-4	-10	-2	-1	3.9	5	1740	-25
- COc1ccc(NC(=S)N2CCC(N(C)CC3CCCO3)CC2)cc1Cl (stereo not drawn)
→ -5	99	0	-1	1	-6	-0.7	-0.7	1	1589	1
- O=C(NCc1ccccc1)C1CCC1
→ 6	92	5	8	-7	-9	0.59	1.5	-1	1752	-15
- O=C(Nc1ccccc1)c1cccnc1N1CCCC1
→ 1	103	-8	3	0	-3	0.76	0.0	-2	1268	/
- O=C(Cc1ccccc1)Oc1coc(CSc2ncccn2)cc1=O
→ -5	116	-3	-4	2	-7	-0.036	3.0	-7	1400	-5
- Cc1ccc2nc(SCC(=O)c3c(N)n(C)c(=O)n(C)c3=O)[nH]c2c1
→ 6	94	-4	8	5	6	/	1.9	2	1473	-11
- CCOC(=O)N1CCC(NC(=O)C(CC(C)C)NC(=O)C2CCC(C)CC2)CC1 (stereo not drawn)
→ 8	108	8	-5	9	7	1.1	-0.9	6	1489	/
- COc1ccc2c(c1OC)C(=O)OC2Nc1nc(-c2ccccc2)cs1 (stereo not drawn)
→ -15	72	15	38	14	6	/	-0.1	-3	1560	/
- NC(=O)C(=O)N/N=C/c1c(F)c(F)c(F)c(F)c1F
→ 6	99	-1	2	-1	1	0.27	4.2	2	1530	-11
- COc1cccc(CNC(=O)CCS(=O)(=O)c2cccc3nonc23)c1
→ 14	99	7	6	20	-1	/	1.3	4	1536	/
- Cc1ccc(C)c(S(=O)(=O)NCc2cccnc2)c1
→ 0	99	1	3	-14	-2	0.0068	1.1	4	1685	-20

Two of these compounds in another layout:
COc1cccc(CNC(=O)CCS(=O)(=O)c2cccc3nonc23)c1
  STAT1 blocker = 14
  STAT3 act = 99
  PPARg SRC-3 ag = 7
  STAT3 blocker = 6
  TLR4-MyD88 BLA = 20
  PPARg SRC-2 ag = -1
  ROMK primary = /
  RAM inhibit = 1.3
  PPARg SRC-1 ag = 4
  SRC2 TRFRET art = 1536
  S1P3 antag = /

Cc1ccc(C)c(S(=O)(=O)NCc2cccnc2)c1
  STAT1 blocker = 0
  STAT3 act = 99
  PPARg SRC-3 ag = 1
  STAT3 blocker = 3
  TLR4-MyD88 BLA = -14
  PPARg SRC-2 ag = -2
  ROMK primary = 0.0068
  RAM inhibit = 1.1
  PPARg SRC-1 ag = 4
  SRC2 TRFRET art = 1685
  S1P3 antag = -20

(further entries)
Values run as follows: STAT1 blocker	STAT3 act	PPARg SRC-3 ag	STAT3 blocker	TLR4-MyD88 BLA	PPARg SRC-2 ag	ROMK primary	RAM inhibit	PPARg SRC-1 ag	SRC2 TRFRET art	S1P3 antag
- O=C1COc2ccc(C(=O)CSc3nnc(Cc4cccs4)n3-c3ccc(Cl)cc3)cc2N1
→ 0	105	-4	-4	5	12	/	3.4	5	1540	/
- COc1cccc(NC(=O)c2oc3ccccc3c2NC(=O)C(C)(C)C)c1
→ -6	85	-6	21	-9	-3	/	2.9	2	1439	18
- COc1cc(/C=C(\C#N)c2nc3ccccc3[nH]2)c([N+](=O)[O-])cc1OCc1ccccc1
→ -5	137*	5	-36	5	12	-2.8	6.6	9	1567	/
- CCC(=O)Nc1nc(C)c(-c2csc(Nc3cccc(C(=O)O)c3)n2)s1
→ 7	92	3	12	-7	14	1.1	0.5	9	1694	1
- COc1ccccc1NC(=O)c1ccc(NC(=O)COC(=O)CCC2CCCC2)cc1
→ 2	94	-1	9	-4	6	/	14*	0	1493	-15
- O=C(NC1CCCCC1)C(c1ccc2ncccc2c1)N(Cc1ccc(F)cc1)C(=O)c1cccs1 (stereo not drawn)
→ 23	111	15	-2	3	8	/	1.2	1	1600	/
- NC(=O)c1noc(C(=O)N(CC(=O)NC2CCCC2)Cc2ccc3c(c2)OCO3)c1N
→ 1	108	-14	-6	-1	2	/	2.2	-8	1478	/
- COc1ccccc1NC(=O)c1ccc(NC(=O)COC(=O)CC(NC(=O)c2ccccc2Cl)c2ccccc2)cc1 (stereo not drawn)
→ 0	101	2	2	10	10	-0.045	3.9	1	1476	12
- CCCCN(CC)CCCNC(=O)CC1Oc2ccccc2NC1=O (stereo not drawn)
→ 6	96	11	7	-3	10	-0.032	0.4	9	1588	-21
- CCOc1cc(/C=N/NC(=O)c2ccc(-c3csc(Nc4ccc(C)cc4)n3)cc2)ccc1OCC(=O)O
→ -4	109	-5	-9	-9	-6	3.3*	8.9*	1	1487	-17

Next part; it opens with the 4 that closed the last part.
Values run as follows: STAT1 blocker	STAT3 act	PPARg SRC-3 ag	STAT3 blocker	TLR4-MyD88 BLA	PPARg SRC-2 ag	ROMK primary	RAM inhibit	PPARg SRC-1 ag	SRC2 TRFRET art	S1P3 antag
- NC(=O)c1noc(C(=O)N(CC(=O)NC2CCCC2)Cc2ccc3c(c2)OCO3)c1N
→ 1	108	-14	-6	-1	2	/	2.2	-8	1478	/
- COc1ccccc1NC(=O)c1ccc(NC(=O)COC(=O)CC(NC(=O)c2ccccc2Cl)c2ccccc2)cc1 (stereo not drawn)
→ 0	101	2	2	10	10	-0.045	3.9	1	1476	12
- CCCCN(CC)CCCNC(=O)CC1Oc2ccccc2NC1=O (stereo not drawn)
→ 6	96	11	7	-3	10	-0.032	0.4	9	1588	-21
- CCOc1cc(/C=N/NC(=O)c2ccc(-c3csc(Nc4ccc(C)cc4)n3)cc2)ccc1OCC(=O)O
→ -4	109	-5	-9	-9	-6	3.3*	8.9*	1	1487	-17
- COc1ccc(N(C(=O)c2ccncc2)S(=O)(=O)c2ccc3c4c(cccc24)C(=O)N3C)cc1
→ 12	90	7	14	-2	9	-0.18	2.8	9	1658	-27
- CC(C)C(=O)Nc1ccc(C(=O)NNC(=S)NC(=O)c2ccccc2[N+](=O)[O-])cc1
→ -3	92	-3	15	5	5	-0.041	0.5	4	1726	-6
- C/C(=C\c1ccccc1)CN1CCC(C(=O)N2CCCC(C)C2)CC1 (stereo not drawn)
→ 3	93	1	16	5	7	-0.92	0.1	2	1650	3
- O=[N+]([O-])c1ccc(C[n+]2ccc(Cc3ccccc3)cc2)cc1
→ -6	86	0	22	12	-3	-0.58	0.4	8	1635	0
